Bioassay records as filed in PubChem BioAssay.
Rab9 promoter act: Rab9 promoter activation. Huh7 Rab9 promoter-luciferase reporter, luminescence, 24 h. Potency, µM (doses to about 9.22 µM), for inactives: top-dose activation, negative = inhibition, usual class: activators. hit rate 2.8% among 320,000; note: potency is the fitted concentration of half-maximal effect; % of control where 0% means no effect; nearly all actives have a fitted effect of over 60% in size
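Using Huh7 cells stably transfected with Rab9 promoter–luciferase, compounds were incubated 24 h at 37 °C, 5% CO2; luciferase luminescence was read 10 min after reagent addition.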
Gal4-VP16 FLuc: counter-screen for ROR gamma inhibitors: Gal4-VP16 reporter; Drosophila S2 Gal4-VP16 UAS-luciferase, luminescence, 20 h; Potency, µM (doses to about 53.6 µM), for inactives: at the highest dose activity, negative = inhibition, usual class: inhibitors; hit rate 3.5% among 310,000; AID 2546;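 note: Gal4-VP16 expression switched on by copper sulfate through the metallothionein promoter; potency is the fitted concentration of half-maximal effect; % is set by controls: 0 for no effect and ±100 for the full control effect; nearly all actives have a fitted effect of over 50% in size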
KCNH2 3.1 block: blocks the human KCNH2 3.1 channel isoform; activity change, % (tested at about 1.8 µM); U2OS KCNH2 3.1, thallium flux FluxOr; active compounds read low; hit rate 0.95% among 340,000;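 active = maximum activity change below -70%; inconclusive = maximum activity change from -70% to -50%; inactive = maximum activity change above -50%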;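 note: thallium influx rate constant from kinetic fluorescence after stimulation buffer; % is set by controls: 0 for no effect and ±100 for the full control effect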
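Normalized rate constant (relative to positive and negative DMSO controls) derived from a 2 min kinetic fluorescence read after stimulation; U2OS cells expressing the 3.1 isoform via virus at 1.77 x 10^8 /mL.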
FLuc modulator: counter-screen for miR-21 project: firefly luciferase inhibitors or activators | AID 588342 | purified FLuc, Km substrates, luminescence inhibition | Potency, µM (doses to about 57.5 µM), for inactives: at the top dose activity change, negative = inhibition, actives largely listed as inhibitors | hit rate 6.9% among 360,000;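 note: potency is the fitted concentration of half-maximal effect; plate controls were vehicle for no effect and reference inhibitor for full effect; nearly all actives have a fitted effect of over 55% in size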
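Purified P. pyralis luciferase (10nM final) with 10uM D-luciferin and 10uM ATP (Km levels) in 50mM Tris acetate pH 7.5, 10mM Mg acetate, 0.01% Tween-20, 0.05% BSA; qHTS 6-point titration, ~60 µM downward; luminescence read.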
RORg inh: inhibitors of mouse ROR gamma transcriptional activity | Drosophila S2 Gal4-RORgamma UAS-luciferase reporter, 20 h | P51450 | Potency, µM (series often up to 53.6 µM), inactives show at the top dose activity change, negative = inhibition, actives largely listed as inhibitors | AID 2551 | hit rate 5.4% among 310,000; note: potency is the fitted concentration of half-maximal effect; % is set by controls: 0 for no effect and ±100 for the full control effect; nearly all actives have a fitted effect of over 60% in size
Target sequence (P51450 whole entry, looked up, the tested form may be a part): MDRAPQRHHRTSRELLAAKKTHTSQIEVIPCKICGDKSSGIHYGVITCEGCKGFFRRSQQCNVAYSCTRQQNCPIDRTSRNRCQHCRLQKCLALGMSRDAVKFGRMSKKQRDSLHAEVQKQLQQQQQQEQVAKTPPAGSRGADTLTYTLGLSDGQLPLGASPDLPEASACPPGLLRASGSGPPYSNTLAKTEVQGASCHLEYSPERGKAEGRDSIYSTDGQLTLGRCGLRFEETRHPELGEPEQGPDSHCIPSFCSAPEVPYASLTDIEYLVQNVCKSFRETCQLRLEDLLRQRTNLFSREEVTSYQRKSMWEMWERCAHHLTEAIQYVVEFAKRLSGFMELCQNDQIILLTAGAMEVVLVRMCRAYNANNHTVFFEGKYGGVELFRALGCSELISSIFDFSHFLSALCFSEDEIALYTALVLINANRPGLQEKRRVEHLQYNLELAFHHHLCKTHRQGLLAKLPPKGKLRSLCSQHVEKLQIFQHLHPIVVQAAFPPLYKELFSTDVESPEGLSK
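Stable Schneider cell line, Gal4 DNA-binding domain fused to ROR gamma, UAS-luciferase. Cmpd 1 hr RT → CuSO4 700 uM final → 20 hr RT → luciferase reagent 10 min → luminescence.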
Giardia killer: Giardia lamblia killing | Giardia lamblia trophozoite viability | activity change, % at 7.66 µM, hits read low | hit rate 0.15% among 340,000; in the data active = activity change below about -80%; inconclusive = between about -30% and that limit;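 note: parasites exposed to compound for two days anaerobically before the ATP read; % is set by controls: 0 for no effect and ±100 for the full control effect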
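Killing of trophozoites was scored by loss of ATP luminescence after a 48 hrs anaerobic exposure to compounds at 37 deg C, using 100 cells per well.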
ELG1 genotox: inducers of genotoxicity in HEK293T ELG1-luciferase cells; Potency, µM (highest dose often 46 µM), for inactives: at the top dose activity change, positive = activation, hits mostly activators; AID 504466; HEK293T ELG1-luciferase reporter, luminescence, 16 h; hit rate 1.3% among 330,000; note: potency is the fitted concentration of half-maximal effect; % of control where 0% means no effect; nearly all actives have a fitted effect of over 60% in size
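Luminescence read-out: rising ELG1-luciferase signal, reflecting elevated ELG1 protein under genetic stress, flags genotoxic compounds. Cells were treated for 16 hr at 37 °C before ONE-Glo detection.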
uPA surface inh: inhibitors of cell surface uPA generation | cell surface uPA generation assay, qHTS | Potency, µM (titrated, usually from 38.3 µM), without a hit: at the highest dose activity change, negative = inhibition, usual class: inhibitors | hit rate 0.31% among 330,000 | AID 540303; active = well fitted inhibition curve with a large enough effect; inconclusive = small, poorly fitted or top-dose-only effect; inactive = no such curve, though single readings can be large or run the other way; tested in mouse RAW 264.7 cells; note: potency is the fitted concentration of half-maximal effect; % is set by controls: 0 for no effect and ±100 for the full control effect; nearly all actives have a fitted effect of over 55% in size
NPC1 prom act: activates the NPC1 promoter; AID 485313; hit rate 2.4% among 320,000; Potency, µM (top dose mostly 9.22 µM), without a hit: at the highest dose activation, most hits filed as activators; Huh7 NPC1 promoter luciferase reporter, 24 h;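 note: potency is the fitted concentration of half-maximal effect; % of control where 0% means no effect; nearly all actives have a fitted effect of over 60% in size; reporter is driven by a mutant NPC1 promoter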
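Stable NPC1-promoter luciferase Huh7 line; cpd (DMSO) 24 h, 37 °C, 5% CO2; Amplite luciferase reagent 10 min RT; luminescence readout. qHTS format.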
Tb PFK inh: blocks T. brucei phosphofructokinase | O15648 | T. brucei PFK, ADP-Glo luminescence | Potency, µM (titrated, usually from 57.5 µM), without a hit: top-dose activity, negative = inhibition, most hits filed as inhibitors | hit rate 0.17% among 330,000 | AID 485367;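 note: potency is the fitted concentration of half-maximal effect; 0% = uninhibited 1x PFK enzyme wells and -100% = no-enzyme wells; nearly all actives have a fitted effect of over 60% in size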
Target sequence (O15648 whole entry, looked up): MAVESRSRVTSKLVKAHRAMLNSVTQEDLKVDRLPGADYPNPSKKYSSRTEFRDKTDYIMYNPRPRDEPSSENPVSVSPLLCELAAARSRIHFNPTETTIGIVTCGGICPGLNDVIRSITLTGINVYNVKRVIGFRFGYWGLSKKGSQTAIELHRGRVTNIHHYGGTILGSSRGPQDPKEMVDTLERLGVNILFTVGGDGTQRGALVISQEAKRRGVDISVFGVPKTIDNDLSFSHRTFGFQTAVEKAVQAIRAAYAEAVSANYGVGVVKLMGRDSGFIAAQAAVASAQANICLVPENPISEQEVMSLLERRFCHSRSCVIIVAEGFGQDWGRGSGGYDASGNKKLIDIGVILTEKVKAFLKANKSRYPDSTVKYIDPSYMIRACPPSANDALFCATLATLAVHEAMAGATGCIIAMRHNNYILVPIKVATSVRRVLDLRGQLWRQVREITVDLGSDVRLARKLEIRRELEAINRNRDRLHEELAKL
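In TEA buffer at pH 8.0 with 5 mM MgCl2, enzyme (1.25 nM) converted F6P (0.5 mM) and ATP (0.1 mM) for 45 min at room temperature. ADP product was read by luciferase luminescence.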
Coupling enz: coupling enzyme interference in Giardia aldolase counter-screen. coupling enzyme system counterscreen, AmpLite Red fluorescence. activity change, negative = inhibition, % at 58.2 µM, hits read low. hit rate 0.67% among 290,000. AID 2472; in the data active = activity change below about -30%; note: % is set by controls: 0 for no effect and ±100 for the full control effect
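First, compound is pin-transferred into glyceraldehyde-3-phosphate coupling-enzyme reagent at 57.5 uM final and held 10 min at RT. Next, substrate, coupling system and AmpLite Red are added. After 20 min RT, fluorescence (525/598 nm) is read.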
* marks the source's active call; other numbers are inactive results; ? = inconclusive; · = not tested or not shown. Unless noted, calls come from the whole dose curve; as a rule, active = well fitted curve in the direction sought with a large enough effect; inconclusive = small, poorly fitted or top-dose-only effect, or another doubt; inactive = no such curve, though single readings can be large; an effect the other way counts as inactive or inconclusive.

1: Oc1cc(Br)ccc1C=Nc1ccc(N2CCCCC2)cc1
2: O=C(c1ccc([N+](=O)[O-])cc1)N1CCSC1c1ccccc1 (stereo not given)
3: COc1ccc(NS(=O)(=O)c2cccc(C(=O)N3CCN(Cc4cc(OC)ccc4OC)CC3)c2)cc1
4: COc1ccc(C(=O)COC(=O)CCN=C2NS(=O)(=O)c3ccccc32)c(OC)c1
5: COc1cccc(NC(=O)Cc2csc(NC(=O)Nc3ccccc3OC)n2)c1
6: COc1ccc(NC(=O)c2nc[nH]c2C(=O)NCC(=O)OC(C)(C)C)cc1

compound no.	1	2	3	4	5	6
Rab9 promoter act	25.7%	-4.5%	-24.6%	-3.7%	-7.4%	-1.1%
Gal4-VP16 FLuc	4.5%	6.4%	5.5%	·	·	?
KCNH2 3.1 block	-12.1	11.9	-17.0	-23.1	4.1	1.3
FLuc modulator	1.2µM*	-1.5%	3.2%	-1.0%	1.1%	-8.7%
RORg inh	?	28.5%	1.5%	·	·	?
Giardia killer	7.6	-11.4	-11.7	7.9	7.4	-11.8
ELG1 genotox	-6.1%	-2.2%	-11.9%	5.0%	-0.8%	-10.0%
uPA surface inh	-10.0%	4.5%	-5.8%	6.6%	11.8%	2.4%
NPC1 prom act	0.7%	-4.6%	1.6%	-0.2%	0.3%	-1.6%
Tb PFK inh	1.6%	-7.1%	1.6%	-0.4%	-9.2%	-5.6%
Coupling enz	-6.1	0.3	·	·	·	5.8

7: CCSCCOC(=O)C1=C(C)NC(=O)NC1c1ccc2c(c1)OCO2 (stereo not given)
8: COc1ccc(C(=O)c2coc3ccc(OC(C)=O)cc23)cc1
9: COc1ccc(CC2(CO)CCN(Cc3cnn(C)c3)CC2)cc1
10: O=C(CCN=C1NS(=O)(=O)c2ccccc21)OCc1ccccc1
11: Cc1c(C#N)c2ccccc2n1C
12: COc1cc(C(=S)N2CCOCC2)ccc1OS(=O)(=O)c1ccc(NC(C)=O)cc1

compound no.	7	8	9	10	11	12
Rab9 promoter act	-3.9%	15.3%	-4.8%	-0.3%	-0.8%	-9.3%
Gal4-VP16 FLuc	4.5%	-26.7%	-3.6%	·	-8.4%	-7.8%
KCNH2 3.1 block	4.4	-2.8	13.2	1.4	19.6	1.2
FLuc modulator	3.1%	9.53µM*	1.4%	-0.9%	8.1%	-1.0%
RORg inh	-0.7%	-37.1%	3.2%	·	11.6%	13.1%
Giardia killer	22.1	-6.1	-14.4	-2.5	5.9	-7.4
ELG1 genotox	-3.0%	?	-0.2%	-3.3%	0.0%	-2.3%
uPA surface inh	14.8%	1.5%	2.4%	4.6%	3.7%	-2.2%
NPC1 prom act	-1.8%	?	-6.2%	-0.7%	-5.0%	-10.9%
Tb PFK inh	5.8%	1.5%	2.9%	3.1%	0.0%	-2.1%
Coupling enz	4.0	0.0	1.4	·	-15.6	13.8

13: CCOC(=O)COc1nc(-c2ccccc2)cc(-c2ccco2)c1C#N
14: COc1cccc(-n2nnc3c(=O)n(CC(=O)Nc4ccc(C)cc4)cnc32)c1
15: Cc1cc(S(=O)(=O)N2CCCOC2CNC(=O)C(=O)NCc2cccs2)ccc1F (stereo not given)
16: N#CC1=C(S)N(c2ccccc2)C(c2ccc(-c3cccc(Cl)c3)o2)NC1=O (stereo not given)
17: Cc1ccnn1-c1ccc(C(=O)N2CCCN(S(=O)(=O)c3ccc(F)cc3)CC2)cc1
18: Cc1ccc(S(=O)(=O)NCCC(=O)NNC(=O)c2ccccc2O)cc1C

compound no.	13	14	15	16	17	18
Rab9 promoter act	-5.5%	-11.6%	-8.6%	-4.6%	-2.3%	-7.6%
Gal4-VP16 FLuc	-11.7%	4.2%	-1.1%	?	·	·
KCNH2 3.1 block	-2.8	-11.6	4.5	20.0	0.3	-2.0
FLuc modulator	-0.9%	-1.1%	6.4%	?	0.1%	-7.1%
RORg inh	-14.3%	-1.6%	-5.3%	12.6µM*	·	·
Giardia killer	1.0	-15.2	-15.6	-14.8	18.7	-11.8
ELG1 genotox	-0.9%	14.7%	-5.7%	-0.2%	0.6%	0.6%
uPA surface inh	22.7%	9.6%	-5.4%	14.5%	-8.5%	-2.6%
NPC1 prom act	3.9%	-3.0%	3.0%	-2.7%	1.6%	-4.2%
Tb PFK inh	1.8%	2.1%	0.3%	-5.3%	-7.5%	3.7%
Coupling enz	-3.5	3.6	·	4.9	·	·

Part of the list above, showing only Rab9 promoter act and Coupling enz:
entry	smiles	Rab9 promoter act	Coupling enz
7	CCSCCOC(=O)C1=C(C)NC(=O)NC1c1ccc2c(c1)OCO2 (stereo not given)	-3.9%	4.0
8	COc1ccc(C(=O)c2coc3ccc(OC(C)=O)cc23)cc1	15.3%	0.0

Further results:
19: COCCCN1CN(S(=O)(=O)c2cccs2)c2nc3ccccc3nc21
20: CCCCc1nc(NCCN)c(C#N)c2c1CSC(C)(C)C2
21: Cn1cc(C(CC(=O)O)C(=O)O)c2ccccc21 (stereo not given)
22: C[C@@H]1CC=C[C@H]2[C@H]1C(=O)N(Cc1ccccc1)[C@H]2c1ccc(-c2ccc(F)cc2)cc1F
23: COC(=O)[C@H](C(C)C)n1c(C)c(C(C)=O)c(C(C)=O)c1C

compound no.	19	20	21	22	23
Rab9 promoter act	1.1%	-0.1%	7.9%	-6.7%	-6.1%
Gal4-VP16 FLuc	22.1%	8.1%	11.4%	2.4%	9.7%
KCNH2 3.1 block	16.2	-19.5	-8.4	6.4	0.9
FLuc modulator	1.9%	1.7%	-0.8%	3.2%	6.8%
RORg inh	41.1%	-27.0%	6.8%	8.8%	-22.6%
Giardia killer	-13.3	-8.7	0.6	9.5	-5.1
ELG1 genotox	3.5%	0.8%	3.3%	-4.9%	5.8%
uPA surface inh	-3.6%	-5.8%	·	-5.3%	5.3%
NPC1 prom act	-2.0%	-2.4%	-0.1%	-9.0%	-2.2%
Tb PFK inh	1.5%	2.2%	0.5%	4.7%	0.0%
Coupling enz	-0.3	-2.0	0.9	0.1	3.2

Filtered by structure: the entries above containing a carbonyl joined to an NH by a bond outside any ring (six)
5: COc1cccc(NC(=O)Cc2csc(NC(=O)Nc3ccccc3OC)n2)c1
6: COc1ccc(NC(=O)c2nc[nH]c2C(=O)NCC(=O)OC(C)(C)C)cc1
12: COc1cc(C(=S)N2CCOCC2)ccc1OS(=O)(=O)c1ccc(NC(C)=O)cc1
14: COc1cccc(-n2nnc3c(=O)n(CC(=O)Nc4ccc(C)cc4)cnc32)c1
15: Cc1cc(S(=O)(=O)N2CCCOC2CNC(=O)C(=O)NCc2cccs2)ccc1F (stereo not given)
18: Cc1ccc(S(=O)(=O)NCCC(=O)NNC(=O)c2ccccc2O)cc1C

compound no.	5	6	12	14	15	18
Rab9 promoter act	-7.4%	-1.1%	-9.3%	-11.6%	-8.6%	-7.6%
Gal4-VP16 FLuc	·	?	-7.8%	4.2%	-1.1%	·
KCNH2 3.1 block	4.1	1.3	1.2	-11.6	4.5	-2.0
FLuc modulator	1.1%	-8.7%	-1.0%	-1.1%	6.4%	-7.1%
RORg inh	·	?	13.1%	-1.6%	-5.3%	·
Giardia killer	7.4	-11.8	-7.4	-15.2	-15.6	-11.8
ELG1 genotox	-0.8%	-10.0%	-2.3%	14.7%	-5.7%	0.6%
uPA surface inh	11.8%	2.4%	-2.2%	9.6%	-5.4%	-2.6%
NPC1 prom act	0.3%	-1.6%	-10.9%	-3.0%	3.0%	-4.2%
Tb PFK inh	-9.2%	-5.6%	-2.1%	2.1%	0.3%	3.7%
Coupling enz	·	5.8	13.8	3.6	·	·
